Screening results (PubChem BioAssay)
KCC2 mod: modulators of human KCC2 chloride dependent transport | AID 1456 | KCC2 cells, thallium flux FluoZin-2 fluorescence | Q9H2X9 | B-score of Tl+ flux slope (higher = more flux/activation; lower = inhibition) at 10 µM | actives 2.2% (n = 190,000);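 active = thallium flux slope and its plate-corrected score both differing from the plate sample mean at a set confidence after two filtering rounds, in either direction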;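 also: slope of fluorescence scaled to starting intensity during 10 to 20 s after thallium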
Target sequence (Q9H2X9 whole entry, looked up): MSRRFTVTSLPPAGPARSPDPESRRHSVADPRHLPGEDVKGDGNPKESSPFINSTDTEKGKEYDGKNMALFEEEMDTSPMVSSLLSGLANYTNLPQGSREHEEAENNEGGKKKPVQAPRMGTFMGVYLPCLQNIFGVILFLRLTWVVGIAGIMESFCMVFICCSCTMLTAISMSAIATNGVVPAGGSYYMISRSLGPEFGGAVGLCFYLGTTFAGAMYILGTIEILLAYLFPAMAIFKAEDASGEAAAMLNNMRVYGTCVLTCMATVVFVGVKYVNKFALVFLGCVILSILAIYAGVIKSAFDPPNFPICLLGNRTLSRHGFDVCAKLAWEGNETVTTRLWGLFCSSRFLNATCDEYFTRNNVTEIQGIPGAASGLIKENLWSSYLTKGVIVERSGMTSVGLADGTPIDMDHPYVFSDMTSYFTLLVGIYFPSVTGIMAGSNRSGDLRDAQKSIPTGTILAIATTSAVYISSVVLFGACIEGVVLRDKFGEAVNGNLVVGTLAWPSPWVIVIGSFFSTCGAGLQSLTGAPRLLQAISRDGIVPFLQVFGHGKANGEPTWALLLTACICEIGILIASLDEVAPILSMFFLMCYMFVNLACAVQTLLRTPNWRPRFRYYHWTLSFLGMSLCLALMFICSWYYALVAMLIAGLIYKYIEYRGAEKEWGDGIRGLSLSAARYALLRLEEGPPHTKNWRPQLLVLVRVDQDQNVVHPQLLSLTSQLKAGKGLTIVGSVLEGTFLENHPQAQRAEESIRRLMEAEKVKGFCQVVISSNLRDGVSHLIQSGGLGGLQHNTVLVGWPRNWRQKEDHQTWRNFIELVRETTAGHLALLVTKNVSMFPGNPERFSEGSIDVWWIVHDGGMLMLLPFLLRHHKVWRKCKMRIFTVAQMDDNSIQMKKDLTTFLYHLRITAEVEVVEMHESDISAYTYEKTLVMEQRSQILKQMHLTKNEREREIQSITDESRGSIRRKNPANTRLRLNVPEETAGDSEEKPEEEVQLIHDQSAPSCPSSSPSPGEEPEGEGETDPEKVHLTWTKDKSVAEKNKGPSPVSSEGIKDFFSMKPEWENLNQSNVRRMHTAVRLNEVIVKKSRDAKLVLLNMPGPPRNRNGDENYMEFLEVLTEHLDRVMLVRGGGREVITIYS
Calpain2 inh: calpain II (pig) inhibition. purified calpain II, fluorogenic peptide substrate, 30 min. inhibition, % at 16 µM. actives 0.37% (n = 220,000);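 active = inhibition above about 50%, limit read from the data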
FXIa inh: inhibitors of human coagulation factor XIa. P03951. purified FXIa, Boc-Glu-Ala-Arg-AMC fluorogenic substrate. inhibition, % at 5 µM. actives 0.14% (n = 220,000). AID 798;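 active = inhibition of at least 40%; inactive = inhibition below 40%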;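 also: fluorescence of freed AMC excited at 355 nm; 0% = enzyme without compound and 100% = no enzyme blank; many of its hits are not listed in these tables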
FXIIa inh 1536: factor XIIa (human) inhibition; P00748; purified FXIIa, Boc-QGR-AMC fluorogenic substrate, 2 h; inhibition, % at 5 µM; actives 0.3% (n = 220,000); AID 800; in the data active = inhibition above about 40%;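 also: 0% = enzyme with no compound and 100% = blank without enzyme; many of its hits are not listed in these tables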
Rad51 HR inh: blocks human Rad51 in homologous recombination | actives 0.085% (n = 200,000) | inhibition, % at 10 µM | hRad51 DNA strand exchange, fluorescence dequenching | Q06609;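 active = inhibition above 40% at the single screening dose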;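 also: 0% = DMSO control wells and 100% = blanks with heterologous ssDNA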
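Assay system: Human Rad51 nucleoprotein filaments preassembled on unlabelled ssDNA | Reagent: Donor/quencher-labelled 47-bp dsDNA substrate | Doses: One concentration, 10 µM final | Times: 37 °C 15-min filament assembly, 30-min compound preincubation, 15-min exchange | Technique: Fluorescein emission 520 nm, excitation 485 nm | Benchmarks: Plate control and blank wells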
PERK inhibitor: inhibitors of human PERK kinase; CHO PERK-DD fusion, SEAP luminescence translation reporter; inhibition, % at 5.6 µM; AID 1416; Q9NZJ5; actives 0.17% (n = 220,000);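 active = inhibition above the mean inhibition of all tested compounds plus 3 SD, set separately per screening campaign, cut at about 2.9% in these data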;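 also: PERK kinase domain activated by AP20187 dimerizer at 100 nM; 0% = DMSO with dimerizer and 100% = rapamycin at 8.4 µM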
Furin inhibitor: blocks human furin protease activity | P09958 | actives 0.061% (n = 220,000) | inhibition, % at 30 µM | purified furin, fluorogenic substrate cleavage; in the data active = inhibition above about 25%; also: inactives centre near -15
thrombin 1536: inhibitors of human thrombin. alpha-thrombin, Boc-VPR-AMC fluorogenic substrate cleavage. inhibition, % at 5 µM. actives 0.26% (n = 220,000). AID 1046;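 active = inhibition at or above 40%; inactive = inhibition below 40%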;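 also: 0% = enzyme with no compound and 100% = wells without enzyme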
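Test system: human alpha-thrombin protein / Dosing: one concentration per compound, 5 µM, with 0.2% DMSO / Medium: pH 7.5 Tris-saline with Tween 20 / Benchmarks: no-compound enzyme wells and no-enzyme blanks / Read-out basis: percent inhibition of thrombin substrate cleavage / Timing: reaction at room temperature / Measured by: fluorescence, ex 355 nm, em 460 nm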
hK5 inh: inhibitors of human kallikrein 5; Q9Y337; recombinant hK5, fluorogenic AMC substrate cleavage; inhibition, % at 5 µM; actives 0.59% (n = 210,000); AID 873;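 active = inhibition of 40% or more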;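 also: 0% = enzyme controls without compound and 100% = no-enzyme blanks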
Active calls of the source: *; x = not tested or not shown; [ ] = dose if it differs, or a comment.

smiles	KCC2 mod	Calpain2 inh	FXIa inh	FXIIa inh 1536	Rad51 HR inh	PERK inhibitor	Furin inhibitor	thrombin 1536	hK5 inh
CCCCOc1ccc(Cc2cnc(N)nc2N)cc1	0.071	7	2	9	19	0.7	-15	0	2
Cc1ccccc1C(=O)NC(=S)Nc1ccc2[nH]c(=O)[nH]c2c1	0.77	-21	-5	3	6	0.0	-15	-2	-3
CC(C)(C)c1ccc(C2=NC(=O)C(CC(=O)O)S2)cc1 (centres undefined)	0.37	-3	4	14	-8	0.6	-19	4	4
N#CC(=C1N=c2ccccc2=N1)c1c(O)[nH]c2ccccc12	0.35	-41	-4	8	7	1.3	-17[20 µM]	-4	7
COc1ccc(/C=C/C(=O)NCC2COc3ccccc3O2)cc1OC (centres undefined)	-1.3	-68	-5	3	-5	0.5	-21	-8	-3
COC(=O)c1ccc(COc2cccc(OC)c2)o1	-0.24	10	4	17	-2	2.3	-31[20 µM]	0	-7
COc1cc(OC)c2ccc(=O)oc2c1C(CC(=O)N1CCCC1)c1ccc(N(C)C)cc1 (centres undefined)	-0.013	-15	-1	9	-1	x	-41	0	-1
Cn1c(NC(=O)/C=C/c2ccc(Cl)c(Cl)c2)cc(=O)n(C)c1=O	0.23	-10	3	6	0	0.9	-14	-5	-5
COc1ccccc1-n1c(=O)c(C#N)c(-c2ccc([N+](=O)[O-])cc2)c2cc(C(=O)c3cc(F)ccc3O)cnc21	0.26	-77	2	x	-8	0.1	-31	1	5
Cc1ccc(-c2csc(NC(=S)NC(=O)/C=C/c3ccco3)n2)cc1	-1.1	-12	-1	7	-1	0.7	-8	-3	-1
Cc1c(Cl)cccc1NC(=S)NCc1cccn1C	-2.1	2	12	16	4	0.8	-18	-5	-11
CCOC(=O)c1ccc(N=C2NC(=O)CS2)cc1	x	7	1	6	1	0.6	-25[20 µM]	-2	2
CC(C)CNC(=O)COc1ncnc2ccccc12	-1.3	-2	0	2	-4	-0.4	-15[20 µM]	-8	-14
Cc1ccc2nc3ccc(N4CCCCCCC4)nn3c(=O)c2c1	x	-57	1	9	4	-1.2	-6	-1	-11
CC(C)(C)C1CCC(OC(=O)C[N+]2(C)CCCCC2)CC1 (centres undefined)	x	-32	-4	7	4	0.9	-30	4	-1
COc1ccccc1C(=O)NNC(=O)c1ccc(F)cc1	0.45	26	3	9	-10	-0.3	-11	18	61*
COc1ccc(-n2nc(C(=O)NCC(=O)NCC3COc4ccccc4O3)c3ccccc3c2=O)cc1 (centres undefined)	-0.33	2	-4	7	3	0.1	-31	-4	-1
COc1ccccc1NC(=S)N1CCN(c2nc(-c3ccccc3)cs2)CC1	-1.2	-27	0	5	25	-0.3	-18	-6	-1
O=C(/C=C/c1cccs1)N1CCN(Cc2ccc3c(c2)OCO3)CC1	-2.6	1	5	9	x	-0.2	-16	-3	-9
CC(C)CCn1cnc2c(NCc3ccccc3)ncnc21	x	-20	-3	-1	1	-1.5	-11[20 µM]	-5	4
CC(=O)Nc1ccc(SC[C@H](Cc2ccccc2)N2CCN(CCc3ccccc3)CCC2=O)cc1	-1.2	-8	-1	7	2	x	-31	1	2
CC(O)[C@H]1CNC(=O)C(=O)N1CCc1cccc(F)c1 (some centres undefined)	0.36	9	-1	2	0	x	-13	-5	-3
ClCc1csc(-c2ccc(Cl)cc2)n1	0.41	-16	-2	3	3	0.2	-18	-17	-8
CCN1CCN(C(=O)c2ccc3c(=O)n(Cc4ccccc4OC)c(=S)[nH]c3c2)CC1	0.066	-22	2	16	-9	0.1	-22	5	4
CCC(c1nnnn1Cc1ccco1)N1CCN(C(=O)c2ccco2)CC1 (centres undefined)	x	-7	5	17	x	-0.9	2	7	0
COC(=O)c1ccc(CSc2nc3c(cnn3-c3ccc(C)c(C)c3)c(=O)[nH]2)o1	1	34	13	24	-4	-0.5	-35[20 µM]	-1	15
c1ccc(CSc2ncn[nH]2)nc1	-0.2	6	4	8	32	-0.7	-4	4	2
COc1cc(CNn2cn[nH]c2=S)cc(Br)c1OCc1ccccc1F	-0.38	8	-3	4	9	0.5	-23	3	-15
COc1ccc(-c2cn3c(C)c(C(=O)Nc4cc(NC(C)=O)ccc4OC)sc3n2)cc1	1.3	-446	8	14	-7	-1.9	-13[20 µM]	3	-71
COc1ccc(CCNc2oc(Cc3cccc4ccccc34)nc2C#N)cc1OC	-2.9	32	4	2	2	-0.4	-10[20 µM]	-7	-30
CCCCN1CC(O)=C(c2nc(-c3ccc(Br)cc3)cs2)C1=N	0.86	19	2	3	-10	0.7	-9	0	-3
COc1ccc(N=c2oc3cc(O)ccc3cc2C(=O)Nc2ccccn2)cc1OC	-0.84	-118	4	4	-7	-0.3	-10	-4	-5
CC1CCN(c2ccc(N3C(=O)C4CCCCC4C3=O)cc2[N+](=O)[O-])CC1 (centres undefined)	1.4	2	7	14	3	1.2	-13	-5	-14
Cc1ccc(-c2cccc(C(=O)NCc3ccccc3)n2)c2ccccc12	-0.47	32	7	12	5	-0.2	-4	-4	-6
O=C(O)CSc1ncnc2scc(-c3ccccc3)c12	-1.5	19	-4	0	x	0.2	-12	-11	-4
NC(=O)CSC1=N/C(=C\c2ccco2)C(=O)N1c1ccc(OC(F)F)cc1	-0.81	-79	0	7	-36	1.5	-7	-10	-7
C/C(=N\Nc1ccccc1)c1c(O)cc(C)oc1=O	-0.53	24	-2	10	4	0.0	-21	-8	-3
Cc1cc(/C=N\NC(=O)CC(=O)NC2CCCCC2)c(C)n1-c1ccc(Cl)c(Cl)c1	0.22	-45	4	7	2	1.9	-6[20 µM]	0	2
CCOC(=O)N1CCN(C(=S)NC(=O)c2cc(Br)ccc2Cl)CC1	3	-22	-2	4	4	0.2	-25	-16	5
CC(C)(C)NC(=O)C1CC(=O)OC12CCOC(C)(C)C2 (centres undefined)	x	-28	-5	-3	9	0.0	-6	-8	0
CCC(CC)NCc1ccc(OC)cc1OC	x	-18	0	8	5	0.8	0[20 µM]	-3	-3
O=C(O)CCn1cc(/C=C\C(=O)c2ccc(Cl)cc2)c(-c2cccc(Br)c2)n1	-1.1	-16	9	12	x	1.6	-11	0	-16
COc1ccc(OCCNC(=O)/C=C/c2ccccc2)cc1	-0.75	-11	-2	-3	1	0.5	-16	-5	-5
CCN(CC)S(=O)(=O)c1ccc(-c2nnc(SCC(=O)Nc3ccc(OC)c(OC)c3)o2)cc1	x	-52	-9	-6	0	0.0	-22[20 µM]	-5	-11
Cc1ccc(C(O)CN2C3=NCCCN3c3ccccc32)cc1 (centres undefined)	-1.2	-7	4	6	-8	-0.5	-8[20 µM]	-2	-3
CSc1ccccc1NC(=O)Nc1ccc(F)c(Cl)c1	0.047	15	4	17	-2	0.8	-12[20 µM]	4	-19
COc1ccc(Cn2c(=O)cc(C)[nH]c2=S)cc1	2.5	-10	-1	6	-45	0.0	-18	-1	6
N#Cc1ccc(C(=O)Nc2cccc3ncccc23)c(F)c1	-0.2	-4	15	10	-44	1.0	-11	0	-11
Nc1nc(SCC(=O)NCc2ccccc2)n[nH]1	0.12	6	-5	4	-1	-0.8	-19	-8	-24
COC(=O)C1=NN[C@H](C(=O)OC)[C@H]1c1ccccc1	1.1	-14	2	3	7	1.6	-12	0	-7
Cc1occc1-c1nnc(SCC(=O)NCCc2ccccc2)n1Cc1ccccc1	-2.9	-4	5	22	4	-1.5	-21	2	-17
Cc1ccc(CC(=O)NC2CCSC2=O)cc1 (centres undefined)	0.7	-29	-4	4	1	0.7	-23	-10	-2
Cc1ccc2cc(C(=O)O)c(C)nc2c1	0.41	-2	1	20	-5	0.7	-16[20 µM]	8	1
Cc1c(C2(O)C(=O)Nc3ccc(F)cc32)c(=O)n(-c2ccccc2)n1C (centres undefined)	-0.096	-11	-2	16	-3	0.3	-11[20 µM]	-2	-8
CCCCCC(O)(CCCCC)C(=O)NNc1ccccc1	-0.066	9	-7	14	-4	-0.2	-21[20 µM]	0	3
[O-]/C(=C(\C(=S)NCc1ccccc1)[n+]1ccccc1)c1ccc(Cl)s1	-0.62	-17	-1	11	-9	-0.2	-31	-22	-1
Cc1cccc(Nc2nc(NCc3ccco3)c3ccccc3n2)c1	0.47	-17	-2	8	-6	-0.6	-7	-4	-21
C=CCN1C(=O)CN=C1NCc1ccccc1	x	-12	5	11	2	0.4	-21	-1	-16
CCCCOc1ccc(CCC(=O)N/N=C/c2ccco2)cc1	-0.19	-3	12	5	7	-0.2	-19	1	0
O=C(O)c1ccc(CNC(=O)c2ccccc2NC(=O)c2cccc([N+](=O)[O-])c2)cc1	0.99	-55	-4	9	1	1.6	-23	-2	1

Continued:
smiles	KCC2 mod	Calpain2 inh	FXIa inh	FXIIa inh 1536	Rad51 HR inh	PERK inhibitor	Furin inhibitor	thrombin 1536	hK5 inh
CC(NC(=O)COC(=O)Cc1ccsc1)c1ccccc1 (centres undefined)	-0.63	-8	4	11	-3	1.9	-29	-4	-11
COc1ccccc1C1CC(c2ccc(F)cc2)Nc2ncnn21 (centres undefined)	1	3	-5	9	-2	0.7	-23	-5	-2
Cc1cccc(NC(=S)NNC(=O)c2csc3c2CCC(C)C3)c1 (centres undefined)	25*	-27	-1	6	-4	0.3	-16[20 µM]	-9	-248
O=C(NC1=NCCS1)Nc1ccccc1	0.94	17	1	1	-1	0.7	-16	4	4
Nc1nc(Br)c2c(F)cccc2c1-c1ccccc1	x	-160	1	9	x	0.2	-29[20 µM]	3	-15
Cc1cc2c(cc(C(=O)NCCCN3CCOCC3)n2Cc2ccc(Cl)cc2)o1	0.61	-109	-4	2	-6	-2.1	-11	-4	-1
Cc1cccc(NC(=O)c2ccc([N+](=O)[O-])o2)n1	-0.62	-3	21	29	-5	0.5	-8[20 µM]	0	-7
COc1ccc2[nH]c(=O)c(CN(C(=O)C3CCCO3)c3ccc(C)c(C)c3)cc2c1 (centres undefined)	-0.41	-9	-9	2	-5	-0.7	-13	-2	17
C=CCNc1oc(-c2cccs2)nc1S(=O)(=O)c1ccccc1	-1.6	0	1	-2	3	1.9	-20	0	-19
O=c1c2c(n3cnnc3n1-c1ccccc1)-c1ccccc1CC21CCCCC1	0.69	x	-8	-11	-12	-1.8	-3[20 µM]	-3	-11
O=S(=O)(c1ccc2ccccc2c1)N1CCN(C(=S)Nc2ccccc2F)CC1	-0.44	-22	4	10	10	0.4	-9	-3	0
COc1ccc(Nc2ncnc3ccccc23)c(OC)c1	0.17	22	-14	0	x	-0.2	-19[20 µM]	0	-3
C=CCn1c(=O)c2c(nc3n2CCS3)n(C)c1=O	x	-21	2	0	2	-0.3	-1	1	-10

Whole records as entered above. Order of screens: KCC2 mod, Calpain2 inh, FXIa inh, FXIIa inh 1536, Rad51 HR inh, PERK inhibitor, Furin inhibitor, thrombin 1536, hK5 inh
Entry for Cc1cc2c(cc(C(=O)NCCCN3CCOCC3)n2Cc2ccc(Cl)cc2)o1 = 0.61, -109, -4, 2, -6, -2.1, -11, -4, -1
Entry for O=C(NC1=NCCS1)Nc1ccccc1 = 0.94, 17, 1, 1, -1, 0.7, -16, 4, 4
Entry for C=CCNc1oc(-c2cccs2)nc1S(=O)(=O)c1ccccc1 = -1.6, 0, 1, -2, 3, 1.9, -20, 0, -19

This is a subset. The share of hits here may be higher or lower than overall.
